Abeta rescue = qHTS for compounds that reverse cellular toxicity of Amyloid beta (A-beta) peptide in yeast: Primary Screen; yeast expressing A-beta42, growth rescue, OD600, 48 h; response scale: 0% DMSO, 100% iron-clioquinol control; Potency, µM (top dose mostly 46.1 µM), inactives show at the highest dose growth rescue, actives largely listed as activators; actives 0.063% (n = 410,000); AID 1347071, 2019; note: potency is the fitted concentration of half-maximal effect; nearly all actives have a fitted effect of over 55% in size
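Yeast growth medium received pinned compounds, then yeast cells expressing toxic A-beta were added; plates incubated at 30 C for 48 hr. Growth read as absorbance at 600 nm, normalized to DMSO and equimolar FeCl3 plus clioquinol controls.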
PI5P4Ka inh = qHTS for Inhibitors of phosphatidylinositol 5-phosphate 4-kinase (PI5P4K); Phosphatidylinositol 5-phosphate 4-kinase type-2 alpha (Homo sapiens), P48426; PI5P4Kalpha enzyme, ADP-Glo luminescence, 60 min; hits give low values; max response, %; actives 1.2% (n = 330,000); AID 652105, 2013; active = max response of -50% or lower; inconclusive = between -30% and -50%; inactive = -30% or higher; note: value at the top dose of about 77 µM; % is set by controls: 0 for no effect and ±100 for the full control effect
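qHTS, 1536-well: enzyme/substrate mix, compound by pin tool, 5 microM ATP final; RT 60 min; ADP-Glo reagents 1 (45 min) then 2 (30 min); luminescence.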
PLK1 PBD inh = qHTS for Inhibitors of PLK1-PDB (polo-like kinase 1 - polo-box domain): Primary Screen. Serine/threonine-protein kinase PLK1 (Homo sapiens), P53350. Plk1 PBD binding of FITC phosphopeptide, fluorescence polarization. Potency, µM, inactives show max response, negative = inhibition, actives largely listed as inhibitors. actives 2.8% (n = 360,000). AID 720504, 2013; note: potency is the fitted concentration of half-maximal effect; series mostly up to about 57 µM; % is set by controls: 0 for no effect and ±100 for the full control effect; nearly all actives have a fitted effect of over 65% in size
FUS yeast rescue = qHTS for Suppressors of FUS Proteinopathy: Primary screen using FUS-linked yeast assay. AID 1347120, 2019. S. cerevisiae FUS-expressing, growth rescue, OD600, 24 h. Potency, µM (titrated, usually from 76.6 µM), for the others: at the highest dose growth rescue (activation), actives largely listed as activators. actives 0.24% (n = 390,000);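 note: potency is the fitted concentration of half-maximal effect; plate controls were DMSO vehicle for no effect and reference control for full effect; nearly all actives have a fitted effect of over 55% in size; some results filed as inactive show a strong effect at the top dose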
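Yeast expressing FUS under galactose induction, OD 0.005 in 2% galactose medium; compounds in a dilution series, 24 h at 30C. Growth rescue by absorbance at 600 nm; CP55940 positive control, DMSO negative.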
EPAC1 antag = qHTS for Antagonist of cAMP-regulated guanine nucleotide exchange factor 3 (EPAC1): primary screen. Rap guanine nucleotide exchange factor 3 (Homo sapiens), O95398. EPAC1 GEF assay, Rap1b-BODIPY-GDP exchange fluorescence. Potency, µM (top dose mostly 115 µM), inactives show top-dose activity change, negative = inhibition, hits mostly inhibitors. actives 0.14% (n = 360,000). AID 720709, 2013;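 note: potency is the fitted concentration of half-maximal effect; plate controls were vehicle for no effect and positive control for full effect; nearly all actives have a fitted effect of over 50% in size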
IL2 activator = qHTS of IL-2 Activators; IL-2 activation reporter assay, cell-based qHTS; stimulated with anti-CD3/CD4/CD28 beads; in transgenic mouse T cells; activation, % (series mostly up to about 46 µM); actives 0.065% (n = 360,000); AID 652025, 2013; in the data active = activation above about 50%; inconclusive = mostly about 30% to 49%; note: 0% is about no effect
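Quantitative HTS in unstimulated transgenic mouse T cells, with memory T cells as non-tolerant control and PMA/ionomycin as tolerance-bypass control. Compound pretreatment lasted 60 minutes before 18 h bead stimulation; EGFP/DsRed fluorescence read.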
WRN inhibitor = qHTS for Inhibitors of WRN Helicase. Bifunctional 3'-5' exonuclease/ATP-dependent helicase WRN (Homo sapiens), Q14191. WRN helicase unwinding, fluorescent forked duplex, kinetic. Potency, µM (titrated, usually from 114 µM), without a hit: at the top dose activity change, negative = inhibition, usual class: inhibitors. actives 0.46% (n = 360,000); note: potency is the fitted concentration of half-maximal effect; % is set by controls: 0 for no effect and ±100 for the full control effect; nearly all actives have a fitted effect of over 55% in size
Target sequence (Q14191 whole entry, looked up): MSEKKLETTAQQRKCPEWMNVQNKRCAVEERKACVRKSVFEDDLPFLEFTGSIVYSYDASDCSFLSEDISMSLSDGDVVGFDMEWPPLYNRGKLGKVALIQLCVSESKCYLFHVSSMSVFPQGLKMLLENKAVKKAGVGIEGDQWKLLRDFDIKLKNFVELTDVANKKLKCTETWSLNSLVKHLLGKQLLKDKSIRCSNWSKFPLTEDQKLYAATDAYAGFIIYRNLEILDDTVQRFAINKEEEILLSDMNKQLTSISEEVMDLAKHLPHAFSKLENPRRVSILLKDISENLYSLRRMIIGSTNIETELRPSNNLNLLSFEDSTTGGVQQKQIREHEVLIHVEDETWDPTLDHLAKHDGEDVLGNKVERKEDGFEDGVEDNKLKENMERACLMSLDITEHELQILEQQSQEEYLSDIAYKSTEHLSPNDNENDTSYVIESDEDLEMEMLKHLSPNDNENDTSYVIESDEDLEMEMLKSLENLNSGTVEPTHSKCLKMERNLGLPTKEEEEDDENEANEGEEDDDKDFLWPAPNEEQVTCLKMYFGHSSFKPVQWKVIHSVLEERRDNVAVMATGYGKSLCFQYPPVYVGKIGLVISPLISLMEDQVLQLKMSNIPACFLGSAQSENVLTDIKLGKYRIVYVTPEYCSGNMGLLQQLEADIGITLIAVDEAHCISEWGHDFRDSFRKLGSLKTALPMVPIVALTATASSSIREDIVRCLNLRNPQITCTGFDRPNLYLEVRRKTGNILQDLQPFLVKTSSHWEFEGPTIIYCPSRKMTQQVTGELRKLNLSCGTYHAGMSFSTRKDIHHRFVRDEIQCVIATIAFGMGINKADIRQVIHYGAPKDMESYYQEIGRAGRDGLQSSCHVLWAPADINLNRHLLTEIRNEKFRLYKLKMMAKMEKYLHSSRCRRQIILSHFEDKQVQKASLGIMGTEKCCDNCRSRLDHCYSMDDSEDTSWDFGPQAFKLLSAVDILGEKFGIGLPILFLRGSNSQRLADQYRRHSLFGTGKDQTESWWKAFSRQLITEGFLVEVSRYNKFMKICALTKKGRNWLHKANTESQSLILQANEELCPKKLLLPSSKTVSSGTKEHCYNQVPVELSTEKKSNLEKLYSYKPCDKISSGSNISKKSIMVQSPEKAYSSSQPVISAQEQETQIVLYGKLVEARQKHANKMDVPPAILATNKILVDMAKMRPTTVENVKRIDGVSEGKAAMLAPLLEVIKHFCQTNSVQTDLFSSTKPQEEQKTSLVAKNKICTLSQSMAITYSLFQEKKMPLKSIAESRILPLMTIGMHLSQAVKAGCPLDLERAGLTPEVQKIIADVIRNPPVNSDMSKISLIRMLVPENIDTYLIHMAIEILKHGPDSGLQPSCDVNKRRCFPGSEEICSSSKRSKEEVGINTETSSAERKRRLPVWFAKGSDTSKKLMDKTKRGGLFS
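Primary qHTS, 1536-well format. 20 nM WRN + compound, 15 min RT; start with 100 nM forked fluorophore/quencher duplex, 2 mM ATP (final); kinetic read ex 525/em 598 nm.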
EPAC1 ag = qHTS for Agonist of cAMP-regulated guanine nucleotide exchange factor 3 (EPAC1): primary screen | Rap guanine nucleotide exchange factor 3 (Homo sapiens), O95398 | EPAC1 agonist qHTS, biochemical assay; response scale: 100% = response to 6.5 mM cAMP | Potency, µM (doses to about 154 µM), for inactives: at the highest dose activation, actives largely listed as activators | actives 0.073% (n = 360,000) | AID 720707, 2013; note: potency is the fitted concentration of half-maximal effect; nearly all actives have a fitted effect of over 60% in size
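Compounds were pinned as a concentration titration into mixtures of EPAC1 (100 nM), BODIPY-GDP-loaded Rap1B (250 nM) and GDP (50 uM). After 5 min at room temperature, fluorescence was followed for 30 min; activity was scaled to 6.5 mM cAMP.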
Active calls of the source: *; u = inconclusive; x = no result given; [ ] = dose if it differs, or a comment. Unless noted, calls come from the whole dose curve; as a rule, active = well fitted curve in the direction sought with a large enough effect; inconclusive = small, poorly fitted or top-dose-only effect, or another doubt; inactive = no such curve, though single readings can be large; an effect the other way counts as inactive or inconclusive.

SMILES	Abeta rescue	PI5P4Ka inh	PLK1 PBD inh	FUS yeast rescue	EPAC1 antag	IL2 activator	WRN inhibitor	EPAC1 ag
O=C(CSc1ncccn1)Nc1ccc(S(=O)(=O)N2CCCCC2)cc1	5%	-14	-9%	14%	-5%	0.5	-2%	10%
CN(C)CCCNc1cc(-c2ccccc2)nc2cc(-c3cccc(F)c3)nn12	-9%	0	-15%	10%	u	-4.0	-1%[11.6 µM]	-4%
N/C(=N\OC(=O)COc1ccccc1Cl)c1ccccn1	6%	1	-2%	x	9%	-3.4	1%	-5%
O=C(Nc1cccnc1)c1ccc(Cl)c(S(=O)(=O)N2CCCCCC2)c1	-5%	x	-3%	30%	0%	0.0	-11%	12%
Fc1ccccc1-c1csc(=Nc2cccnc2)n1CC1CCCO1 (stereo not given)	29%	5	-19%	17%	-3%	-4.1	-7%	0%
CN1CCN/C1=C(/C(Cl)=C(Cl)Cl)[N+](=O)[O-]	-5%	-15	-7%	42%	5%	-0.6	-30%	0%
FC(F)(F)c1cccc(NC(=S)Nc2cccc(Cl)c2)c1	-15%	8	-12%	-10%	-29%	0.7	-5%	7%
CCc1ccc(/C=N/NC(=O)c2nnn(-c3nonc3N)c2C(C)C)cc1	-4%	-3	-11%	-5%	15%	1.0	-3%	-9%
CCOc1ccc(C(=O)N2CCN(c3ccccn3)CC2)cc1	7%	-6	-1%	-6%	8%	-0.5	-19%	3%
CC(O)(c1cccc(F)c1)c1nc(-c2cccc(F)c2)cs1 (stereo not given)	-21%	26	2%	5%	-27%	-0.2	-12%	-2%
Cc1cccn2c(=O)c(C=O)c(Nc3ccc(S(N)(=O)=O)cc3)nc12	-24%	-7	2%	1%	0%	-4.8	5%	-1%
N#Cc1c(C(F)(F)F)cc(-c2ccc(Cl)cc2)nc1SCC(=O)O	3%	0	-9%	11%	-14%	1.9	2%	3%

An excerpt from above in order of molecular weight, low to high.
SMILES	Abeta rescue	PI5P4Ka inh	PLK1 PBD inh	FUS yeast rescue	EPAC1 antag	IL2 activator	WRN inhibitor	EPAC1 ag
CCc1ccc(/C=N/NC(=O)c2nnn(-c3nonc3N)c2C(C)C)cc1	-4%	-3	-11%	-5%	15%	1.0	-3%	-9%
N#Cc1c(C(F)(F)F)cc(-c2ccc(Cl)cc2)nc1SCC(=O)O	3%	0	-9%	11%	-14%	1.9	2%	3%
O=C(CSc1ncccn1)Nc1ccc(S(=O)(=O)N2CCCCC2)cc1	5%	-14	-9%	14%	-5%	0.5	-2%	10%

(next part)
SMILES	Abeta rescue	PI5P4Ka inh	PLK1 PBD inh	FUS yeast rescue	EPAC1 antag	IL2 activator	WRN inhibitor	EPAC1 ag
O=C(NCC1CCCO1)c1ccc(COc2ccccc2)cc1 (stereo not given)	4%	1	1%	-2%	-17%	-2.9	9%	-6%
O=C(CCC(=O)c1ccc(Oc2ccccc2)cc1)Nc1ccc(C(=O)O)cc1	-7%	-8	-7%	-10%	-18%	-0.7	-8%	3%
O=C(c1ccccc1)N1CCN(C(=O)c2ccc3c(c2)OCO3)CC1	-13%	2	0%	-9%	-15%	-0.3	5%	-4%
CCc1nc2ccccc2n1CCc1ccccc1	-5%	-6	-15%	9%	6%	-7.3	-31%	10%
COc1ccc(-c2csc(NC(=O)c3c(OC)cccc3OC)n2)cc1	-1%	0	7%	u	-1%	0.0	-2%	-2%
CCOc1cc(C(c2c(C)[nH][nH]c2=O)c2c(C)[nH][nH]c2=O)cc(Cl)c1O	-7%	-15	u	1%	-4%	-2.8	-6%	9%
COc1cccc(CN(C)CC(=O)Nc2cccc3ccccc23)c1	3%	-8	0%	8%	-17%	-0.6	-3%	1%
Cc1cc(C(=O)c2ccccc2)cc(C)c1O	-7%	5	2%	6%	-1%	-0.5	37%	-2%
Cc1ccccc1OCC(=O)N/N=C/c1ccco1	15%	-2	-13%	16%	7%	-3.6	-3%	-2%
COc1ccc(S(=O)(=O)N2CCN(CC(=O)Nc3cc(C(F)(F)F)ccc3Cl)CC2)cc1	4%	7	0%	-12%	14%	-0.1	-17%[57.1 µM]	-11%
Cc1ccc(S(=O)(=O)N(C)C)cc1NC(=O)COC(=O)C1COc2ccccc2O1 (stereo not given)	-4%	-2	-12%	12%	3%	-0.8	-9%	11%
COc1ccc(NC(=O)CSc2nc(C)cc(C)n2)c([N+](=O)[O-])c1	-35%	6	2%	0%	26%	0.5	1%	-1%

Shown with two lines to a compound: six of the compounds above
Values run as follows: Abeta rescue | PI5P4Ka inh | PLK1 PBD inh | FUS yeast rescue | EPAC1 antag | IL2 activator | WRN inhibitor | EPAC1 ag
- CCc1nc2ccccc2n1CCc1ccccc1
  -5% | -6 | -15% | 9% | 6% | -7.3 | -31% | 10%
- CCOc1cc(C(c2c(C)[nH][nH]c2=O)c2c(C)[nH][nH]c2=O)cc(Cl)c1O
  -7% | -15 | u | 1% | -4% | -2.8 | -6% | 9%
- O=C(c1ccccc1)N1CCN(C(=O)c2ccc3c(c2)OCO3)CC1
  -13% | 2 | 0% | -9% | -15% | -0.3 | 5% | -4%
- Cc1cc(C(=O)c2ccccc2)cc(C)c1O
  -7% | 5 | 2% | 6% | -1% | -0.5 | 37% | -2%
- COc1ccc(-c2csc(NC(=O)c3c(OC)cccc3OC)n2)cc1
  -1% | 0 | 7% | u | -1% | 0.0 | -2% | -2%
- COc1cccc(CN(C)CC(=O)Nc2cccc3ccccc23)c1
  3% | -8 | 0% | 8% | -17% | -0.6 | -3% | 1%

The listing continues.
SMILES	Abeta rescue	PI5P4Ka inh	PLK1 PBD inh	FUS yeast rescue	EPAC1 antag	IL2 activator	WRN inhibitor	EPAC1 ag
CC1CN(c2ccccc2)CCN1Cc1nc(Cc2ccccc2)no1 (stereo not given)	13%	11	-9%	6%	-2%	-0.2	5%	11%
CC(C)(C)c1ccc(OCCC(=O)OCC(=O)Nc2cccnc2Cl)cc1	u	-7	-2%	16%	6%	-4.5	-7%	-1%
O=Cc1c(NCc2ccccc2F)c2ccccc2[nH]c1=O	-1%	3	-3%	4%	-2%	-1.0	-14%	-3%
O=C(NC(=S)Nc1cccc(O)c1)C12CC3CC(CC(C3)C1)C2	-26%	3	-11%	3%	-10%	-1.5	-5%	29%
Cc1cccc(NS(=O)(=O)Cc2ccccc2)n1	-7%	10	-5%	3%	7%	0.4	3%	-1%
CCC(=O)c1ccc(OCC(=O)OCC(=O)NC2CCCC2)cc1	-1%	2	-2%	15%	9%	0.0	-3%	0%
O=C(NCc1ccco1)c1sc2ccccc2c1Cl	5%	-13	-8%	25%	-3%	0.3	-12%	-9%
CN(C(=O)COC(=O)COc1ccc2c(c1)CCC2)c1c(N)n(Cc2ccccc2)c(=O)[nH]c1=O	-2%	5	3%	9%	-11%	-0.2	-6%	-4%
Cn1nnc(NC(=O)c2ccccc2F)n1	-3%	-3	-6%	-2%	4%	0.3	-5%	4%
Cc1sc2ncnc(NCC3COc4ccccc4O3)c2c1C (stereo not given)	-16%	0	-11%	5%	4%	-0.8	-21%	20%
CCCS(=O)(=O)NC(=O)C1(C)CCCN(C(=O)c2ccc(SC(F)(F)F)cc2)C1 (stereo not given)	-7%	-3	5%	25%	6%	1.2	2%	-3%
Cc1ccn2c(=O)c(C(=O)NC3CCCCC3C)c(O)nc2c1 (stereo not given)	-29%	2	-11%	-5%	-16%	-0.4	-5%	-1%
Cc1cc(C)n2nc(S(=O)(=O)NC(C)(C)C)nc2n1	8%	9	-4%	-5%	-9%	-1.1	-7%	2%
Cc1nnc(NC(=O)CSc2nc(N)c(NC(=O)c3cccs3)c(=O)[nH]2)s1	12%	8	5%	36%	0%	2.6	-14%	4%
COc1cc(C(=O)OCC(=O)c2ccccc2)cc2c1OCCO2	-21%	-3	-14%	6%	-16%	0.8	-3%	2%
C=CCn1c(=O)c2c3c(sc2n2c(Nc4ccc(OC)cc4)nnc12)CCCC3	14%	-1	-4%	32%	7%	3.6	-2%	1%
Cn1c(=O)c2c(nc(N3CCCC3)n2CC(O)CO)n(C)c1=O (stereo not given)	-22%	x	-3%	26%	9%	-0.7	5%	-12%
CCCN(C(=O)COC(=O)CCOc1ccc(C)cc1)c1c(N)n(Cc2ccccc2)c(=O)[nH]c1=O	-5%	0	-1%	19%	-19%	-0.7	-3%	-16%
COc1ccc(O)cc1	-12%	0	-1%	-10%	-2%	-0.5	-5%	4%
CCOC(=O)CCCCCC(=O)Nc1ccc2c(c1)C(=O)N([C@@H](C)CO)C[C@H](C)[C@H](CN(C)C(=O)NC(C)C)OCCCC[C@H](C)O2	-2%	-5	-4%	u	-3%	0.2	8%	-21%
CN(C)C(=O)CCc1ccc2c3c([nH]c2c1)[C@]1(CCC2CCCC2)[C@@H](C(=O)N2CCOCC2)C[C@H](CC(=O)NCCN2CCOCC2)C(=O)N1CC3	-13%	-8	-20%	2%	-6%	0.7	5%	-11%
CCN1/C(=C2\SC(=S)N(Cc3ccccc3)C2=O)Sc2ccccc21	3%	4	-2%	u	-1%	0.2	-20%	1%
C=CCNC(=S)NNc1nc(Nc2ccccc2)nc(N2CCCCC2)n1	-2%	15	-13%	u	-22%	-1.0	2%[57.1 µM]	8%
Cc1ccc(CNC(=O)COC(=O)c2cncc(Br)c2)cc1	8%	0	-4%	-20%	5%	2.5	1%	2%
O=C(CN1C(=O)c2ccccc2S1(=O)=O)NCc1ccc2c(c1)OCO2	-1%	x	-3%	-7%	-12%	0.7	-1%	0%
CCN1CCN(c2ccc(NC(=O)c3ccccc3F)cc2Cl)CC1	7%	5	-7%	13%	0%	2.4	-8%	8%
C=C(C)CN(CC)C(=O)CC1C(=O)NCCN1C (stereo not given)	16%	0	-7%	18%	-2%	5.2	-4%	6%
